SMN2 splice enh: enhancers of SMN2 splice variant expression | actives 2.8% (n = 210,000) | Potency, µM (doses to about 46.1 µM), for the others: top-dose activity change, positive = activation, hits mostly activators | HEK293 SMN2-luciferase splicing reporter, luminescence, 30-36 h; note: % of control where 0% means no effect; nearly all actives have a fitted effect of over 55% in size
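HEK293 cells carry an SMN2 […]–luciferase reporter in which exon 7 inclusion puts luciferase in frame. Cells were plated 10-12 h before compound addition, then incubated 30-36 h at 37C. ONE-Glo luminescence was read; sodium butyrate at 4.5 mM final served as control.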
Epigenetic reg: derepresses silenced GFP reporter in murine cells. actives 0.2% (n = 280,000). murine LDR cells, GFP reporter derepression, 30 h. Potency, µM (highest dose often 53.9 µM), inactives show at the top dose GFP activation, usual class: activators; note: % of control where 0% means no effect; nearly all actives have a fitted effect of over 60% in size
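Murine LDR cells bearing a silenced CMV-driven GFP reporter were exposed to compound for 30 h at 37 C. After PBS washes, GFP-positive cells (20-120 um objects) counted by laser-scanning microplate cytometry.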
JMJD2E inh: JMJD2E (human) inhibition; actives 1.6% (n = 230,000); Potency, µM (highest dose often 57.1 µM), for inactives: top-dose activity change, negative = inhibition, most hits filed as inhibitors; B2RXH2; JMJD2E catalytic domain, FDH-coupled NADH fluorescence (FDH is formaldehyde dehydrogenase); active = well fitted inhibition curve with a large enough effect, not every such curve was filed as active; inconclusive = small, poorly fitted or top-dose-only effect, or another doubt; inactive = no such curve, though single readings can be large or run the other way;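 note: 0% = wells with enzyme and -100% = buffer wells without enzyme; nearly all actives have a fitted effect of over 50% in size; many of its hits are not listed in these tables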
Target sequence (B2RXH2 1-337 limits assumed): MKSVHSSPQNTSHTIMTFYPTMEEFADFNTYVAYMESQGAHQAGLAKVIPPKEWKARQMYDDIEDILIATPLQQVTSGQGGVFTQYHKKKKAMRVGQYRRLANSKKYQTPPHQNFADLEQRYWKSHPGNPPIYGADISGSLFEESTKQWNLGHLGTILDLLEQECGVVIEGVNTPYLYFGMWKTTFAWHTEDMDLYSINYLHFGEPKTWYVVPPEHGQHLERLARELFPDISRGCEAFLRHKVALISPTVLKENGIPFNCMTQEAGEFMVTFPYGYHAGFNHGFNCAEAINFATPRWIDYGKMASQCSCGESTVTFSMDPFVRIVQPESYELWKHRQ
RECQ1 inh: inhibitors of human RECQ1 DNA helicase | Potency, µM (series often up to 57.3 µM), inactives show at the highest dose activity, negative = inhibition, usual class: inhibitors | AID 2549 | P46063 | RECQ1 DNA unwinding, red fluorescence kinetic read | actives 0.54% (n = 240,000);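 note: plate controls were vehicle for no effect and no enzyme for full effect; nearly all actives have a fitted effect of over 30% in size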
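RECQ1T1 50 nM; forked duplex (20 bp + 30-nt ss tails) 200 nM, ATP 2 mM final; pH 8.0, 2 mM MgCl2, 2.5 ug/ml poly(dI-dC); 15 min compound preincubation; discontinuous kinetic read over 2 h at RT.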
Luc counter: Kinase-Glo luciferase inhibition (counter-screen). Kinase-Glo luciferase, ATP luminescence, 8 min. AID 1379. Q27757. Potency, µM (series often up to 38.3 µM), without a hit: top-dose activity change, negative = inhibition, usual class: inhibitors. actives 0.28% (n = 200,000); note: % is set by controls: 0 for no effect and ±100 for the full control effect; nearly all actives have a fitted effect of over 60% in size
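Substrate mix (final 50 mM imidazole pH 7.2, 50 mM KCl, 7 mM MgCl2, 10 uM ATP, 0.01% Tween 20, 0.05% BSA) plus pin-tool compound, then Kinase-Glo detection mix; 8 min ambient, luminescence read.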
IMPase Li cell: IMPase inhibition in cells with lithium potentiation; CHO-M1 cells, IP1 TR-FRET (IP-One), carbachol + lithium; Potency, µM (doses to about 59.4 µM), for the others: at the top dose activity, negative = IMPase inhibition, usual class: inhibitors; actives 0.35% (n = 210,000); AID 1457;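 note: IP1 builds up when IMPase is blocked and the TR-FRET signal falls; plate controls were basal vehicle for no effect and high inhibitor control for full effect; nearly all actives have a fitted effect of over 50% in size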
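CHO cells stably expressing M1 receptor (2000/well, cultured 16–30 h) treated 30 min at 37C with compound plus low lithium. Cytosolic IP1 by TR-FRET (665/620 ratio and 620 channel) after 10 min lysis; AC50 by Hill fit.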
GoLoco inh red: blocks human Gai1 binding to RGS12 GoLoco peptide, red readout; actives 0.44% (n = 230,000); Potency, µM (series often up to 61.6 µM), for the others: top-dose activity, negative = inhibition, hits mostly inhibitors; AID 880; Gai1:RGS12 GoLoco peptide FP, rhodamine, 10 min; active = well fitted inhibition curve with a large enough effect, not every such curve was filed as active; inactive = no such curve, though single readings can be large or run the other way; note: % is set by controls: 0 for no effect and ±100 for the full control effect; nearly all actives have a fitted effect of over 30% in size; many of its hits are not listed in these tables
Target sequence (P63096 whole entry, looked up): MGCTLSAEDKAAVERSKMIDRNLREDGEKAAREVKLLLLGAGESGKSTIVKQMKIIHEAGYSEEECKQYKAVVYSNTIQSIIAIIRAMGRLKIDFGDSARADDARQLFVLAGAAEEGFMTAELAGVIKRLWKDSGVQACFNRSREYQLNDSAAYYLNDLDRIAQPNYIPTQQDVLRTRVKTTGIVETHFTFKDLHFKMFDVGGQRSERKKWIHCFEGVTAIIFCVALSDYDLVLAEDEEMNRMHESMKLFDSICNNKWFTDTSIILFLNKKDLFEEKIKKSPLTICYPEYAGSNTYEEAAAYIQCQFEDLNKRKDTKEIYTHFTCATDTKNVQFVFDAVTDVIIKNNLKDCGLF
NPSR antag: blocks cAMP signaling of the human neuropeptide S receptor | actives 1% (n = 220,000) | AID 1461 | CHO-NPSR cells, cAMP TR-FRET, antagonist mode | Q6W5P4 | Potency, µM (titrated, usually from 38.3 µM), for the others: at the highest dose activity change, negative = inhibition, most hits filed as inhibitors; note: % is set by controls: 0 for no effect and ±100 for the full control effect; nearly all actives have a fitted effect of over 50% in size; many of its hits are not listed in these tables
Target sequence (Q6W5P4 whole entry, looked up): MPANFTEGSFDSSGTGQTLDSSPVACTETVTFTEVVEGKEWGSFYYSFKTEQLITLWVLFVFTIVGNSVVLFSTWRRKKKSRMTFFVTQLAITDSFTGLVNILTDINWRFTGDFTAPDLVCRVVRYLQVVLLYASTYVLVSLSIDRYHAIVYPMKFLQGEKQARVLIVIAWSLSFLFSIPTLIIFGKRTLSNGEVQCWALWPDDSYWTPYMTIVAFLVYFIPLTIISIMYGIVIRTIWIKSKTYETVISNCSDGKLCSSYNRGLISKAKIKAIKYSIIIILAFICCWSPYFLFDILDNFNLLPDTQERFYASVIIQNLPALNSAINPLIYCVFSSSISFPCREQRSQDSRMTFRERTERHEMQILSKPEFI
The depositor's hits bear a star; i = inactive; ? = inconclusive; · = not tested or not shown; [ ] = another dose, or the depositor's remark. Unless noted, calls come from the whole dose curve; as a rule, active = well fitted curve in the direction sought with a large enough effect; inconclusive = small, poorly fitted or top-dose-only effect, or another doubt; inactive = no such curve, though single readings can be large; an effect the other way counts as inactive or inconclusive. Potency is the fitted concentration of half-maximal effect. Some of the compounds tested; the hit share may differ from the screen's.

The line under a structure holds: GoLoco inh red | SMN2 splice enh | RECQ1 inh | Epigenetic reg | IMPase Li cell | JMJD2E inh | Luc counter | NPSR antag
- C=C(C)C(=O)Nc1cccc(C2=NOC3(C2)C[C@@H](C(N)=O)N(C(=O)C(=C)C)C3)c1 (stereo partly specified)
  1% | · | i | -3.3% | · | -18% | · | 15%
- O=C(c1ccccc1Cl)N1CCC(O)(c2cccnc2)CC1
  -14% | -20% | 24% | 0.0% | 15% | -2% | 1% | -20%
- CCOc1ccc(S(=O)(=O)NCCC(=O)OCC(=O)c2ccc[nH]2)cc1
  12% | 15% | -5% | 4.0% | -6% | -8% | 0% | -2%
- CC(C(=O)Nc1ccccc1C(=O)O)n1c(C(F)(F)F)nc2ccccc21 (stereo unspecified)
  0% | -13% | 7% | -0.4% | 11% | -17% | -2% | -9%
- Cc1cc(O)c(C(C)C)cc1NC(=O)c1ccccc1Cl
  4% | -11%[1.84 µM] | -5% | -0.9% | 3% | 0% | -2% | -2%
- CC1(C)C(c2cccs2)=[N+]([O-])C2(CCCCC/C2=N\O)N1O (stereo unspecified)
  -6% | -20% | i | 1.2% | -2% | 0% | 1% | 3%[46.1 µM]
- COc1ccc(/C=N/n2c(=O)[nH]c3c([nH]c4ccc(F)cc43)c2=O)cc1CN1CCCCC1
  4% | · | i | 0.5% | · | ? | · | 3%
- CC(=O)Nc1ccc(OC(=O)C(CCS(C)(=O)=O)N2C(=O)c3ccccc3C2=O)cc1 (stereo unspecified)
  -10% | -7% | 0% | 0.0% | -9%[38.3 µM] | 5% | 2% | -2%[46.1 µM]
- O=C(OCCN1CCOCC1)c1ccc(OCCN2CCOCC2)cc1
  0% | 7% | -7% | -0.2% | -7%[38.3 µM] | -22% | -3% | 4%[46.1 µM]
- CC(=O)c1ccc(NC(=S)NNC(=O)NC2CCCCC2)cc1
  -12% | 26% | -13% | -6.3% | 5% | -9% | 1% | -4%
- O=C1c2ccccc2C(=O)C1c1ccc(O)cc1
  -8% | -10% | -9% | 0.9% | -14% | ? | -10% | 12%
- CC(C)(C)C(=O)COC(=O)c1cc(-c2cccnc2)nc2ccccc12
  201%[activator] | -43% | -2% | -0.3% | 8% | ? | 1% | -31%
- CC(=O)Nc1ccc(NC(=O)CCC(=O)OCC(=O)c2cccc([N+](=O)[O-])c2)cc1
  -12% | -14% | -18% | 5.3% | -2% | -3% | -1% | 13%
- CC1CN(C(=O)c2ccc(CNS(=O)(=O)c3cccc(C(F)(F)F)c3)cc2)CC(C)O1 (stereo unspecified)
  -7% | -68%[inhibitor] | -7% | 7.0% | 4% | -4% | 8% | -5%[46.1 µM]
- CCCC1O[C@@H]2CC3C4CCC5=CC(=O)C=C[C@]5(C)C4C(OC(C)=O)C[C@]3(C)[C@]2(C(=O)COC(C)=O)O1 (stereo partly specified)
  -2% | -17% | i | 2.4% | 8% | 3% | -2% | -20%[46.1 µM]
- COCCNC(=O)CSc1ccccc1C(=O)O
  0% | 15% | 6% | -0.6% | 3% | -22% | 2% | 6%
- NC(=O)CN1C(=O)C(O)(CC(=O)c2ccccc2O)c2ccccc21 (stereo unspecified)
  8% | 22% | 8% | -1.0% | 8% | 4% | 1% | 12%[46.1 µM]
- CC(C)(C)NC(=S)N/N=C/c1cc(Br)c(O)c(Br)c1
  3% | · | 2% | -3.6% | · | ? | · | ?
- Cc1nnc(SCC(=O)N/N=C/c2cc(Cl)c(O)c(Cl)c2)s1
  1% | 9% | 0% | 0.0% | 5% | ? | 1% | -2%
- CCN(CC)C(=O)C(=O)c1cccn1-c1cccc(OC)c1C#N
  -10% | · | ? | -0.2% | -4% | 4% | · | 7%
- Cc1ccc(/C=N/NC(=O)c2cccs2)cc1[N+](=O)[O-]
  6% | ? | -2% | 8.1% | -2%[38.3 µM] | 2% | -2% | -13%[46.1 µM]
- COc1cccc(NC(=O)N2CCC(n3nnc4ccccc43)CC2)c1
  8% | · | -15% | 1.1% | 18% | 6% | 1% | 13%
- CCc1cccc(CC)c1NC(=O)NC1CCCCC1
  2% | -11% | -8% | -0.3% | 2% | -2% | -2% | 12%
- Cc1ccc(CC(=O)NCCCc2ccccc2)cc1
  1% | 0% | -11% | -3.9% | -6%[38.3 µM] | 4% | -6% | -5%[46.1 µM]
- COc1ccc(C(=O)CSc2ncnc3nc[nH]c23)cc1
  6% | · | -4% | 1.2% | · | 8% | · | 15%
- COc1ccc2c(c1)O[C@@H](c1ccc3c(c1)OCO3)[C@H](OC(=O)NS(=O)(=O)c1ccc(F)cc1)C2=O
  -7% | 5% | i | -1.1% | 11% | -2% | -2% | ·
- O=C1CCCC2=C1C(c1ccc(OS(=O)(=O)c3ccc(Cl)cc3)cc1)C1=C(CCCC1=O)O2
  -2% | -23% | -8% | -1.9% | -1%[38.3 µM] | 2% | -5% | ?
- CC(=O)N/C(=C\c1ccc(F)cc1)C(=O)NC(Cc1ccccc1)C(=O)O (stereo unspecified)
  -5% | · | -1% | 1.8% | · | 4% | · | 9%
- Cc1nn(-c2ccccc2)c2c1C(c1ccc(Cl)cc1)N(c1ccccc1)C(=O)N2 (stereo unspecified)
  -3% | 16% | -2% | -1.5% | 12% | -5% | -2% | -26%
- COC(=O)CCC(=O)Nc1sc(C)c(C)c1C(N)=O
  -10% | 3% | 4% | 1.5% | -7%[38.3 µM] | -13% | 2% | 1%[46.1 µM]
- CC(C)(C)C(=O)Nc1nnc(COc2ccc(Cl)cc2)s1
  -9% | · | -1% | -1.2% | · | -1% | · | -11%
- COC(=O)c1cc(CSc2nnc(NC3CCCCC3)s2)oc1C
  11% | · | i | 0.0% | 46%[activator][38.3 µM] | 6% | -1% | 2%[46.1 µM]
- Cc1ccc(C2NC(=O)NC(O)(C(F)(F)F)C2C(=O)c2cccs2)o1 (stereo unspecified)
  -6% | 3% | -8% | -1.0% | 6% | -6% | 0% | 1%[46.1 µM]
- Cc1ccc(-c2noc(CC(c3ccccc3)c3ccccc3)n2)cc1
  6% | -74%[inhibitor] | -8% | -0.1% | 22%[38.3 µM] | 4% | 1% | ?
- CCCn1nnnc1SCC(=O)N1CCN(C(=O)c2ccco2)CC1
  0% | -1% | -11% | -7.6% | 5% | 12% | 1% | -9%[46.1 µM]
- CCOC(=O)c1[nH]c(C)c(/C(O)=C2\C(=O)C(=O)N(CCN(C)C)C2c2ccncc2)c1C (stereo unspecified)
  4% | 12% | i | -1.9% | -1%[38.3 µM] | -7% | -1% | -4%[46.1 µM]
- CC(=O)c1cccc(NC(=O)C2CC(c3ccc(F)cc3)=NO2)c1 (stereo unspecified)
  2% | -5% | 2% | -7.0% | -13%[38.3 µM] | 4% | 2% | -9%[46.1 µM]
- O=C1c2cccnc2C(=O)N1Cc1ccc2c(c1)OCO2
  2% | 10% | -10% | -1.0% | -7%[38.3 µM] | 4% | 1% | -5%[46.1 µM]
- O=C(/C=C/N1CCOCC1)c1ccc(-c2ccccc2)cc1
  4% | ? | 1% | 0.4% | 4%[38.3 µM] | -1% | -4% | -21%[46.1 µM]
- COc1cccc(OC)c1C(=O)OCC(=O)NCC(C)C
  0% | 7% | i | 3.9% | 1% | -5% | -4% | -6%
- Cc1nn(C)cc1CNC(=O)c1cccc(Br)c1
  3% | 0% | 0% | -2.0% | -1% | 10% | -2% | -15%[46.1 µM]
- Nc1cc(N)nc(SCC(=O)NCC2CCCO2)n1 (stereo unspecified)
  8% | 0% | -3% | -1.0% | 2%[38.3 µM] | -1% | 1% | 0%[46.1 µM]
- CC(=O)c1c(C)[nH]c(C(=O)Nc2ccc(C)cn2)c1C
  9% | 0.79µM* | 0% | 0.1% | 6%[38.3 µM] | -3% | -14% | -5%[46.1 µM]
- CCOC(=O)N1CCN(c2ccc(F)cc2[N+](=O)[O-])CC1
  2% | -24% | -17% | 0.3% | -1% | -4% | 4% | -2%
- Cc1cccc(NC(=O)Cn2nnc(-c3cccs3)n2)c1C
  -2% | -7% | -12% | 0.0% | -6%[38.3 µM] | 1% | -1% | 0%[46.1 µM]
- Cc1ccc(SCCOCCN2CC(C)OC(C)C2)cc1 (stereo unspecified)
  -31% | · | 2% | 0.1% | · | 4% | · | 16%
- Cc1ccc(/C=N\NC(=O)C2COc3cc4ccccc4cc3O2)o1 (stereo unspecified)
  39%[activator] | -9% | -1% | -0.9% | 28%[38.3 µM] | ? | -1% | -23%[46.1 µM]
- O=C(CN1c2ccccc2Sc2ccccc21)N/N=C/c1ccc([N+](=O)[O-])cc1
  6% | · | -15% | 1.1% | · | -7% | · | -44%
- CCC(=O)Nc1cccc(C2=NOC3(C2)C[C@@H](C(N)=O)N(C(=O)COc2ccc(Cl)cc2)C3)c1 (stereo partly specified)
  11% | · | -12% | 3.5% | · | -2% | · | 10%
- Cc1noc(C)c1S(=O)(=O)N1CCC(C(=O)N2CCC(N3CCCCC3)CC2)CC1
  2% | -2% | -9% | 0.0% | 33%[activator][38.3 µM] | 1% | 1% | 18%[46.1 µM]

Carrying on:
The line under a structure holds: GoLoco inh red | SMN2 splice enh | RECQ1 inh | Epigenetic reg | IMPase Li cell | JMJD2E inh | Luc counter | NPSR antag
- O=C(NCc1ccccc1)c1ccccc1OCC(=O)N1CCCCC1
  -8% | -11% | i | 3.1% | 30%[38.3 µM] | 12% | -2% | -11%[46.1 µM]
- CC1(C)N=C(/C=N/O)C=[N+]1[O-]
  6% | 23% | -2% | 0.0% | 25%[38.3 µM] | 6% | 1% | 2%[46.1 µM]
- c1ccc(-c2cnc(-c3ccccc3)nc2)cc1
  4% | 7.1µM* | -7% | 7.4% | 21%[38.3 µM] | -4% | -25% | -6%[46.1 µM]
- CCOc1cccc(/C(O)=C2/C(=O)C(=O)N(CCN3CCOCC3)C2c2cccnc2)c1 (stereo unspecified)
  -7% | 0% | -2% | -1.2% | 2%[38.3 µM] | -15% | 0% | 4%[46.1 µM]
- O=S(=O)(Nc1ccncc1)c1ccccc1
  3% | 5% | -2% | 0.0% | 23%[38.3 µM] | -4% | -6% | 5%[46.1 µM]
- O=C(Nc1ccccc1)Nc1ccc(F)c([N+](=O)[O-])c1
  18% | -47%[inhibitor] | -6% | 0.0% | 12% | -4% | -5% | 7%
- O=C(NC(=S)NCCc1ccccc1)c1ccco1
  · | · | i | -3.0% | · | 8% | · | -9%[46.1 µM]
- CC(=O)Nc1ccccc1OCC(=O)NC(C)c1ccc(F)cc1 (stereo unspecified)
  6% | -30% | -5% | 1.0% | 3% | 10% | 2% | 28%

Bioassay records from PubChem.
